From PubChem
CCHF vOTU inh – CCHFV vOTU protease inhibition | Pep-AMC fluorescence | inhibition, % at 11.5 µM | actives 0.55% (n = 370,000) | AID 651958; in the data active means inhibition above about 30%; further: 0% = vehicle wells with enzyme and 100% = no enzyme wells
TcdB GH inh – blocks C. difficile toxin B glycohydrolase activity | actives 0.24% (n = 350,000) | P18177 | TcdB glycohydrolase enzymatic assay, plate reader | inhibition, % at 9.99 µM; in the data active means inhibition above about 10%
VHR inh abs – DUSP3 (human) phosphatase inhibition | recombinant VHR phosphatase, pNPP absorbance | inhibition, % at 13.3 µM | actives 0.52% (n = 290,000); in the data active means inhibition above about 50%; further: some compounds called inactive have numbers as strong as hits
Target sequence (P51452 whole entry, looked up): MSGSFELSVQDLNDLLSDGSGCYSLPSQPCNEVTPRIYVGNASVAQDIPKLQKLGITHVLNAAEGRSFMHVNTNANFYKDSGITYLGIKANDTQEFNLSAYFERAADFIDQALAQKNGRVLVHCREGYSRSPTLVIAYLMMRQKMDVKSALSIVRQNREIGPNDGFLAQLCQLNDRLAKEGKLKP
Yp Topo-I inh – blocks Yersinia pestis topoisomerase I activity | Y. pestis Topo-I cleavage product accumulation, plate reader | activity, % at 10 µM | actives 0.064% (n = 360,000); in the data active means activity above about 50%, passing the limit was not always enough; further: inactives centre near 2
Anthrax LF prot – inhibitors of Bacillus anthracis lethal factor protease; multiplex microsphere protease cleavage assay, LF; AID 588501; P15917; actives 0.12% (n = 360,000); inhibition, % at 10 µM; further: plate controls were buffer without enzyme for full effect and enzyme alone for no effect
Target sequence (P15917 whole entry, looked up): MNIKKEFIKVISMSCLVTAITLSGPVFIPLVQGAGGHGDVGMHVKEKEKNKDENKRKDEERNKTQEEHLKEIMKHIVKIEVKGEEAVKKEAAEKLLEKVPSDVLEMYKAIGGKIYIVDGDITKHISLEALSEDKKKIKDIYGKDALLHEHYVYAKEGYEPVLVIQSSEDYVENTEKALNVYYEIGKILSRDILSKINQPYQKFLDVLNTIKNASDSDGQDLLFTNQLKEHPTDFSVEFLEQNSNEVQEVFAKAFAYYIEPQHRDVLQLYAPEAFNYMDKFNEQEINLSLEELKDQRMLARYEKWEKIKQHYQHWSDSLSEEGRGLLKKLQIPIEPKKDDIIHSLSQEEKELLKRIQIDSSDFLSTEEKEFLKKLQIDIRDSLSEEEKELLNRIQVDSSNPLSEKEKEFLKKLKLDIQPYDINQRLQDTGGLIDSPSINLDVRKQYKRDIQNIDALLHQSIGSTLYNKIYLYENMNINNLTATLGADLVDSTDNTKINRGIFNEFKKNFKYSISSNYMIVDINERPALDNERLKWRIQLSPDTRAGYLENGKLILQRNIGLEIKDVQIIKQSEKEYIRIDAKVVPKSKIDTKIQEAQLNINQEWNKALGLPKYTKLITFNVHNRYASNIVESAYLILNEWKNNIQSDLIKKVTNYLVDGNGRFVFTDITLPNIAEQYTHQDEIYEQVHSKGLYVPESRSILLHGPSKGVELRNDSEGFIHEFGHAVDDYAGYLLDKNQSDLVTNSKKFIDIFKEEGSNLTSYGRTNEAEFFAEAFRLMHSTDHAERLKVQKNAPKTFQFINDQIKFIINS
BoNT-A LC inh2 – BoNT A light chain protease inhibition; multiplex microsphere protease substrate cleavage, flow cytometry; inhibition, % at 10 µM; actives 0.17% (n = 360,000); AID 588499; further: plate controls were buffer without enzyme for full effect and enzyme alone for no effect
SARS 3CLpro inh – SARS-CoV 3CLpro protease inhibition. recombinant SARS-CoV 3CLpro, quenched FRET peptide cleavage. P0C6X7. actives 0.14% (n = 290,000). inhibition, % at 6 µM. AID 1706; in the data active means inhibition above about 12%
PriA SSB inh – K. pneumoniae PriA-SSBct interaction inhibition | AlphaScreen SSBct-PriA binding, biotinylated peptide | actives 0.6% (n = 430,000) | inhibition, % at 33 µM; in the data active means inhibition mostly above about 37%, no sharp cut-off; inactive means mostly below about 20%;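 further: plate controls were negative control peptide for no effect and reference peptide for full effect; strong numbers were not always called active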
PfHsp40 rescue – compounds rescuing yeast from Plasmodium falciparum HSP40 toxicity; S. cerevisiae expressing PfHsp40, growth rescue, ATP luminescence; growth rescue, % at 12.5 µM; actives 0.68% (n = 340,000); in the data active means growth rescue above about 28%, passing the limit was not always enough;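 further: yeast W303a lacking pdr1 and pdr3 grown in galactose medium; growth measured after three days at 30 °C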
Vc quorum ag – induces V. cholerae light production without autoinducers. V. cholerae BH1578 lux reporter, luminescence, 6 h. activation, % at 18.7 µM. actives 0.16% (n = 350,000); in the data active means activation mostly above about 9.7%, no sharp cut-off; further: not every result past the cut was called active; inactives centre near 0; reference of the scale not given here
An asterisk follows results filed as active; i = inactive; · = no result given. Unless noted, no stated cut-off is given here; in the data, active means inhibition above about 30%; inconclusive means no clear call, values can overlap the other calls; inactive means below that. A portion of the library; count on the stated rates, not on these rows.

SMILES	CCHF vOTU inh	TcdB GH inh	VHR inh abs	Yp Topo-I inh	Anthrax LF prot	BoNT-A LC inh2	SARS 3CLpro inh	PriA SSB inh	PfHsp40 rescue	Vc quorum ag
COc1ccc(CCNS(=O)(=O)c2cc3c4c(c2)CCN4C(=O)CC3)cc1	0	-0.9	·	4	1	-0.5	·	2	·	1.4
Cc1ccc(NC(=O)C2CCN(c3ncnc4sc(C)c(C)c34)CC2)cc1S(=O)(=O)N(C)C	8	1.1	·	19	·	·	·	-6	1.8	i
C(#CCN1CCOCC1)COCC#Cc1ccccc1	0	·	12	3	-4	0.2	-1	-16	0.1	i
CCOC(=O)C1CCCN(CCC(=O)Nc2ccc(F)c(F)c2)C1 (stereo not given)	-4	·	-8	-2	-3	0.3	1	-3	-0.6	-0.4
O=C1N/C(=C/c2ccc(N3CCOCC3)o2)C(=O)N1c1cccc(Cl)c1	11	0.5	36	-5	-2	-0.9	8	-2	0.7	i
CCCc1c(O)nc(SC2CC(=O)N(c3cc(OC)ccc3OC)C2=O)[nH]c1=O (stereo not given)	-6	·	-6	-3	-4	-1.8	3	-10	-1.1	-0.4
CCOC(=O)Cn1c(=O)oc2cc(S(=O)(=O)N(C)c3cccc(C)c3)ccc21	-4	2.0	-1	9	-2	-0.7	-1	-12	0.4	-0.3
COc1ccc(NC(=O)COc2nc3ccccc3nc2N2CCOCC2)c(OC)c1	-5	0.5	24	11	-4	-1.5	4	0	-1.0	-0.4
O=C(NCc1ccc(F)cc1F)Nc1cnccc1C(F)(F)F	3	0.4	7	8	-2	-11	-3	18	-0.2	i
O=C(NCc1ccccc1)C1CNCC(C(=O)NCc2ccccc2)C1 (stereo not given)	0	-0.3	·	0	-6	-0.2	·	·	·	-0.7
O=C(NC1Cc2ccccc2C1)c1cc(COc2ccc(F)cc2Cl)on1	-12	1.3	9	5	-3	-0.7	2	-19	1.1	0.8
CCOC(=O)c1cn(CC(=O)Nc2cccc(Cl)c2)nn1	-3	1.6	2	2	-1	-0.3	0	-29	-1.2	i
CC(NC(=O)CC1SC(N)=NC1=O)c1ccccc1 (stereo not given)	7	·	7	5	0	0.2	3	·	0.6	i
CCN1C(=O)c2cccc3c(S(=O)(=O)NCc4ccccc4)ccc1c23	-42	1.9	·	13	0	2.0	·	-26	-0.6	-3.1
Cc1ccc(CN(Cc2cccnc2)C(=O)CN2C(=O)COc3ccccc32)o1	·	1.3	23	15	-4	-0.5	5	-4	1.1	-0.4
Cc1nn(-c2ccccc2)c(C)c1CN	13	5.6	34	7	2	-0.6	-9	-12	0.4	-0.4
c1ccc(-c2ccccc2OCCCCN2CCCCCC2)cc1	3	0.7	12	7	-2	0.1	1	4	-1.2	i
O=C(CCc1ccc(S(=O)(=O)N2CCOCC2)cc1)OCc1nc2ccccc2s1	4	·	-12	-12	-6	1.7	2	-7	2.5	0.9
O=C(COC(=O)c1ccc(Cl)s1)c1cc2ccccc2o1	9	·	3	17	-5	-1.9	2	-35	-0.6	i
CCCn1nnc(NC(=O)c2ccc(Cl)cc2Cl)n1	2	0.8	13	10	0	0.5	-1	0	0.6	-0.2
COc1cc(C2CC(c3c(C)cc(C)[nH]c3=O)=NN2c2ccccc2F)cc(OC)c1OC (stereo not given)	-7	-5.2	16	-5	-2	0.9	-1	-21	1.5	-1.1
CCOC(=O)N1CCN(CCC(=O)Nc2cc(C)ccc2OC)CC1	11	5.2	9	-2	6	-0.5	-2	-4	0.3	i
Cc1cc(=O)[nH]c2cc(Cl)ccc12	8	·	-4	3	5	0.4	0	-1	-0.6	i
COc1ccc(/C=C(\NC(=O)c2ccco2)C(=O)N2CCCCC2)cc1	6	0.1	-1	5	10	-5.1	-8	-4	0.1	-0.4
CC(C)C[C@H]1COc2cc(N3CCN(Cc4ccccc4F)CC3)ccc2S(=O)(=O)N1	20	0.8	·	·	-3	0.2	·	·	·	·
The list continues.
SMILES	CCHF vOTU inh	TcdB GH inh	VHR inh abs	Yp Topo-I inh	Anthrax LF prot	BoNT-A LC inh2	SARS 3CLpro inh	PriA SSB inh	PfHsp40 rescue	Vc quorum ag
C/C(=N/NC(=O)CNC(=O)c1ccccc1)c1ccc(C)cc1	-9	0.1	29	-5	0	0.6	-3	·	1.1	-0.2
COC(=O)C1C(=O)C=C(Nc2ccc(F)cc2)CC1c1ccc(OC)cc1 (stereo not given)	-18	·	15	4	1	-0.4	-2	-8	-1.3	1.4
COc1cc(OC)cc(C(=O)Nc2ccc3c(c2)OCCO3)c1	20	-3.8	0	-7	-3	-1.2	6	4	18	i
Cc1occc1C(=O)NCCCCc1ccccc1	12	·	15	2	-1	-1.4	3	-9	2.1	i
Cc1cccc(C2CC(c3ccc(Br)cc3)Nc3nc(N)nn32)c1 (stereo not given)	4	0.2	23	5	0	0.0	0	14	-0.9	-0.2
CCCn1nc(C(=O)N2CC(=O)Nc3ccccc32)c2ccccc2c1=O	-8	·	·	8	2	1.2	2	-5	-0.1	i
COc1ccccc1NC(=O)CSc1ncn[nH]1	-2	·	5	7	-3	0.9	-10	-3	0.3	·
COC(=O)c1ccccc1N=Cc1c(O)[nH]c(=S)[nH]c1=O	-5	0.4	-3	7	-8	-0.6	6	-15	-0.6	1.2
Cc1ccc(OCCCCn2ccnc2)c([N+](=O)[O-])c1	-1	1.2	12	-1	-1	-0.3	-3	-3	-0.1	-0.1
CCOC(=O)[C@@H]1CCNC[C@@H]1c1ccccc1	7	·	-2	-10	0	-0.3	1	-13	-0.1	i
Cc1ccc(S(=O)(=O)N2CCC[C@H]2C(=O)OC(C)C(=O)Nc2ncc(Cl)cc2Cl)cc1 (stereo not given in full)	5	·	7	11	-1	-2.2	2	-3	-1.7	-0.4
C#CCOc1ccc(Br)cc1/C=N/O	4	·	20	-5	0	0.5	5	·	-0.2	4.5
COc1cccc(OC)c1C(=O)Nc1cc(C)nn1-c1nc2ccccc2[nH]1	9	1.4	13	25	-5	-0.9	4	-2	1.6	-0.5
CCOC(=O)c1sc(N2C(=O)C(O)=C(C(=O)c3ccco3)C2c2cccc(Cl)c2)nc1C (stereo not given)	42*	-1.8	5	-3	-3	-0.5	4	·	-0.3	-0.2
COc1cccc(N2CC(O)=C(c3nc4ccccc4s3)C2=N)c1	6	1.1	8	1	-2	0.5	5	4	-0.7	i
CN(/N=C/Cc1nnnn1-c1ccc(Cl)cc1)c1ccccc1	-4	0.6	17	-2	-5	-1.0	2	i	-1.4	-0.4
COc1c(C(=O)Nc2ccc(CN3CCOCC3)cc2)cc2ccccc2c1Br	-2	0.5	14	7	-3	-0.4	-4	-6	-1.4	i
COc1ccc(C(=O)n2nc(-c3ccc(Cl)cc3)nc2N)cc1OC	-17	·	-8	11	-7	-0.3	-2	-7	-0.4	-0.2
O=c1cc(CSCc2ccc(Cl)cc2)[nH]c(=O)[nH]1	-12	0.6	-22	-2	-4	0.6	-3	1	-1.4	-0.4
COc1ccc(C(c2c(C)[nH]n(-c3ccccc3)c2=O)c2c(C)[nH]n(-c3ccccc3)c2=O)cc1OC	84*	·	12	-7	-3	0.6	5	-2	-0.6	2.4
COc1ccc(-c2nnn(CC(=O)N(CCCO)C(C(=O)NC3CCCC3)c3ccncc3)n2)cc1 (stereo not given)	7	1.0	-13	-3	-5	0.8	-1	-11	-0.9	0.9
O=C(CC(NC(=O)OCc1ccccc1)C(=O)O)OCc1ccccc1 (stereo not given)	-11	1.1	10	2	-3	-1.8	0	-7	0.7	i
COc1ccc(-c2ccc(SCc3cccnc3)nn2)cc1OC	3	0.9	26	5	3	-0.1	-5	-9	0.2	-0.3
NC(=O)CC(NC(=O)c1ccccc1)c1ccc(NC2CCCCCCC2)c([N+](=O)[O-])c1 (stereo not given)	3	0.1	17	1	-6	0.1	7	11	-0.9	0.0
CCN(c1ccccc1)S(=O)(=O)c1ccc(OC)c(NC(=O)Cc2ccccc2OC)c1	10	-1.8	·	39	2	0.9	·	-12	-1.5	-5.7

Six entries picked at random from those above, as already listed:
SMILES	CCHF vOTU inh	TcdB GH inh	VHR inh abs	Yp Topo-I inh	Anthrax LF prot	BoNT-A LC inh2	SARS 3CLpro inh	PriA SSB inh	PfHsp40 rescue	Vc quorum ag
COc1ccccc1NC(=O)CSc1ncn[nH]1	-2	·	5	7	-3	0.9	-10	-3	0.3	·
COc1cccc(N2CC(O)=C(c3nc4ccccc4s3)C2=N)c1	6	1.1	8	1	-2	0.5	5	4	-0.7	i
O=c1cc(CSCc2ccc(Cl)cc2)[nH]c(=O)[nH]1	-12	0.6	-22	-2	-4	0.6	-3	1	-1.4	-0.4
Cc1ccc(OCCCCn2ccnc2)c([N+](=O)[O-])c1	-1	1.2	12	-1	-1	-0.3	-3	-3	-0.1	-0.1
COc1cc(OC)cc(C(=O)Nc2ccc3c(c2)OCCO3)c1	20	-3.8	0	-7	-3	-1.2	6	4	18	i
CCCc1c(O)nc(SC2CC(=O)N(c3cc(OC)ccc3OC)C2=O)[nH]c1=O (stereo not given)	-6	·	-6	-3	-4	-1.8	3	-10	-1.1	-0.4

The list continues:
SMILES	CCHF vOTU inh	TcdB GH inh	VHR inh abs	Yp Topo-I inh	Anthrax LF prot	BoNT-A LC inh2	SARS 3CLpro inh	PriA SSB inh	PfHsp40 rescue	Vc quorum ag
COc1ccc(Cc2nnc(SCC(=O)c3ccc4c(c3)NC(=O)CO4)o2)cc1	5	-0.8	·	3	1	3.0	·	4	0.2	-2.9
Cc1cccc(C2=NN(c3ccc(Br)cc3)[C@@H](C(=O)N3CCOC3=O)[C@@H]2c2ccc([N+](=O)[O-])cc2)c1	24	0.7	·	-14	2	2.1	·	-22	0.3	-1.5
O=C1CC(/C=C/c2ccncc2)=Nc2ccccc2N1	22	-0.2	20	-7	-3	-0.8	0	5	0.3	-0.3
O=C(NCCN1CCOCC1)c1ccc(NS(=O)(=O)c2cccc([N+](=O)[O-])c2)cc1	-8	1.3	·	-5	·	·	·	-1	-0.8	-0.6
COc1ccc(OCC(=O)NC(=O)c2ccccc2OC)c([N+](=O)[O-])c1	-3	1.8	·	16	-7	-0.1	·	4	-1.2	i
CCN(CC)C(=O)C1=C(C)N(CCC2=CCCCC2)C(=O)C(CC(=O)NC(c2ccccc2)c2ccccc2)C1 (stereo not given)	23	0.1	·	23	6	-0.4	·	·	·	-0.4
O=C(Nc1ccc2cn[nH]c2c1)c1ccc(Cl)c(S(=O)(=O)N2CCOCC2)c1	-8	0.3	-4	-9	0	0.5	0	-6	0.8	-0.3
OCC[C@H]1C[C@@H](O)[C@H](O)[C@@]2(OCc3ccccc32)O1	3	-0.6	·	3	1	-0.4	·	-7	-0.3	i
O=S(=O)(CCNCc1ccccc1)NC1CCCCC1	-4	1.3	·	-2	2	0.0	·	-4	-1.4	-0.4
c1ccc2c(-c3nnc4n3CCCCC4)cc(-c3ccncc3)nc2c1	24	·	8	-1	0	-0.4	7	-18	-0.1	-0.1
CC(C)C(NS(=O)(=O)c1ccc2c(c1)oc(=O)n2C)C(=O)N1CCN(Cc2ccccc2)CC1 (stereo not given)	14	0.6	13	2	-19	-1.4	1	-6	-1.1	-0.5
CCCCc1ccc(NC(=O)c2ccc(N(C)S(C)(=O)=O)cc2)cc1	-12	0.9	25	-5	-2	1.4	6	-11	-1.1	-0.3
COC(=O)CSc1nc2cc(C)cc(C)c2cc1C#N	-3	·	29	-2	1	3.0	6	-18	-1.9	i
Nc1ncnc2c1ncn2[C@@H]1O[C@H](CNCc2ccc(-n3cccn3)cc2)[C@@H](O)[C@H]1O	·	·	·	-7	7	-0.4	·	-6	-1.3	i
CCCC(=O)c1c(C)c2ccccc2n1C	-3	·	21	5	-2	-0.1	-8	-14	1.1	·
CN1CCN(C(=O)c2cc(-c3ccccc3)on2)CC1	-7	·	20	10	-7	0.0	3	-3	-0.5	-4.8
CCCC(C(=O)NC(C)(C)C)N(CCN1CCOCC1)C(=O)CNS(=O)(=O)c1ccccc1 (stereo not given)	3	0.2	12	-2	-7	-1.1	3	-9	-1.9	-0.3
